# TAG inh = inhibitors of triacylglycerol accumulation | H9c2 cells, Nile Red lipid (TAG) fluorescence; cells loaded with 200 µM oleic acid | inhibition, % at 12.5 µM | actives 0.66% (n = 230,000);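 active = pattern-corrected inhibition of lipid staining of at least 50% with the nuclear-stain viability signal not falling by more than 50%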;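 also: 0% = DMSO wells and 100% = triacsin C control wells; some results filed as inactive read as strong as hits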
# TAG inh DAPI viability = further read-out of TAG inh, marked with its call; DAPI nuclei signal change (viability), lower = more cytotoxic, %;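 whole-well DAPI fluorescence read on a plate reader as a viability signal; minus 50 percent equals half of cells still viable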
# The depositor's hits bear a star.
SMILES,TAG inh,TAG inh DAPI viability
Cc1ccsc1C(=O)N1CCc2ccccc2C1,-9,0
CCOC(=O)Cc1csc(SCc2nc3sc4c(c3c(=O)[nH]2)CCC4)n1,8,2
CCN(CC)C(=O)C1CCC(CNS(=O)(=O)c2cccc3cccnc23)CC1 (stereo unspecified),-7,-1
O=C(CCC(=O)N1CCOCC1)Nc1nnc(C2CCCCC2)s1,-23,10
CN1C(=O)C(CC(=O)NC2CCCCC2)SC1=Nc1ccccc1 (stereo unspecified),4,0
O=C1CN(S(=O)(=O)c2cc(Cl)ccc2Cl)CCN1,18,-18
CCN(CC)CCN(Cc1cc2cc3c(cc2[nH]c1=O)OCCO3)C(=S)NCCOC,15,2
Cc1cc(-c2ccccc2)n2ncnc2n1,-11,6
Cn1c2ccccc2c2cc(/C=N/NC(=O)c3ccc(O)cc3O)ccc21,4,3
COC(=O)C1=C(C(=O)c2ccccc2)C(c2ccccc2)n2nnnc2N1 (stereo unspecified),-18,-9
O=C(CN1CCOCC1)NCc1cc([N+](=O)[O-])ccc1O,5,5
Cc1cc(C)cc(NC2=NCC(=O)N2Cc2ccccc2)c1,15,-13
O=C(COC(=O)c1ccc2c(c1)S(=O)(=O)c1ccccc1C2=O)NC1CC1,-2,-15
CCOC(=O)c1c(CSc2ccc(C)cc2)n(C)c2cc(Br)c(O)c(CN(C)C)c12,14,37
CCN1C(=O)/C(=C2/Sc3ccccc3N2CC)S/C1=N\c1ncn[nH]1,5,12

# For convenience, 2 of the compounds above:
SMILES,TAG inh,TAG inh DAPI viability
Cc1ccsc1C(=O)N1CCc2ccccc2C1,-9,0
CCOC(=O)Cc1csc(SCc2nc3sc4c(c3c(=O)[nH]2)CCC4)n1,8,2

# Next records follow.
SMILES,TAG inh,TAG inh DAPI viability
Cc1ccn2cc(C34CC5CC(CC(C5)C3)C4)nc2c1,1,6
O=C(NCc1ccccc1)c1cccc2c(-c3ccc(F)c(F)c3)coc12,-71,3
CC1(C(=O)NS(=O)(=O)c2ccccc2)CCN1C(=O)c1ccc(C2CCCCC2)cc1 (stereo unspecified),2,3
CCOc1ccc2nc(NC(=O)C34CC5CC(CC(NC(C)=O)(C5)C3)C4)sc2c1,10,0
NC(=O)c1ncc(C(F)(F)F)cc1Oc1cccnc1,9,-13
Cc1nnsc1-c1c(C(=O)Oc2ccccc2)c(C)nn1-c1ccccc1,8,-4
COc1ccc(C2c3[nH]c4ccccc4c3CCN2Cc2cccn2-c2ncccn2)cc1C (stereo unspecified),8,7
COc1ccc(CN2CCC(C(=O)c3cccc(Cl)c3)CC2)cc1,-11,13
Cc1ccc(-n2ncc3c(=O)n(-c4ccc(C)c(C)c4)c(C)nc32)cc1,-56,6
Cc1ccc(-c2nnc(CSc3nnc(COc4cccc5ccccc45)n3-c3ccccc3)o2)cc1,1,-15
CN(C)S(=O)(=O)c1cccc(NC(=O)CSc2ncnc3ccccc23)c1,-25,-2
CC(=O)Nc1ccc(-n2nnnc2SCC(=O)NCc2cccs2)cc1,-1,-11
Cc1nc(SCC(=O)O)c2oc3ccccc3c2n1,-2,-19
O=C(Nc1ccc2c(c1)nc1n2CCN(C2CCCCC2)C1)c1ccco1,4,8
COCCNC(=O)CN1C(=O)NC2(CCCCCC2)C1=O,-1,-2

# A draw from above in order of heavy-atom count, rising.
SMILES,TAG inh,TAG inh DAPI viability
Cc1ccsc1C(=O)N1CCc2ccccc2C1,-9,0
Cc1ccn2cc(C34CC5CC(CC(C5)C3)C4)nc2c1,1,6
Cc1ccc(-n2ncc3c(=O)n(-c4ccc(C)c(C)c4)c(C)nc32)cc1,-56,6
CC1(C(=O)NS(=O)(=O)c2ccccc2)CCN1C(=O)c1ccc(C2CCCCC2)cc1 (stereo unspecified),2,3
COc1ccc(C2c3[nH]c4ccccc4c3CCN2Cc2cccn2-c2ncccn2)cc1C (stereo unspecified),8,7

# Additional entries follow.
SMILES,TAG inh,TAG inh DAPI viability
C(=Cc1cnc2ccccc2n1)c1ccc2c(c1)OCO2,-3,21
COc1ccc(S(=O)(=O)Nc2ccc3c(c2)OCO3)cc1Cl,-14,-3
CCCN1CCN(c2ncnc3c2nnn3Cc2ccccc2)CC1,32,-9
CCOc1ccc(Cn2nnc(-c3ccc(S(C)(=O)=O)cc3)n2)cc1OCC,-17,4
COc1ccc(/C=C2/NC(=O)N(CC(=O)Nc3cccc(C)c3)C2=O)cc1O,0,-12
CC1CC(C)CN(C(=O)c2ccc3c(c2)OCCO3)C1 (stereo unspecified),-11,1
CN(Cc1ccccc1)S(=O)(=O)c1ccc(C(=O)Nc2nnc(C3CC3)o2)cc1,-29,4
CN1CCN(S(=O)(=O)c2cccc(C(=O)NC3(C)CCS(=O)(=O)C3)c2)CC1 (stereo unspecified),18,8
O/N=C1\CC(O)Cc2nonc21 (stereo unspecified),6,9
COc1cc(OC)cc(C(=O)Nc2ccc(S(=O)(=O)Nc3cc(C)on3)cc2)c1,4,2
Cc1ccc2nc(-c3ccc(N)cc3)sc2c1,8,99
CCCOc1ccc(C(=O)Nc2ccc(N3CCN(C(=O)c4ccco4)CC3)cc2)cc1,3,1
CC(=O)Nc1ccc(NC(=O)CN(c2cccc([N+](=O)[O-])c2)S(C)(=O)=O)cc1,-12,-3
CCOC(=O)C1(C)CCCN1C(=O)c1ccc(OC)cc1 (stereo unspecified),0,10
CCOc1ccccc1CN1CCN(Cc2cn(C)nc2-c2ccccc2)CC1CCO (stereo unspecified),-1,3
CCOc1cccc(NC(=O)c2cnccc2C(F)(F)F)c1,6,0
O=C(NNc1c(Cl)cncc1Cl)c1sccc1Cl,-7,-2
Cc1cccc(CN2CCc3c(OCC(=O)N4CCCc5ccccc54)cccc3C2=O)c1,-1,0
COCCNC(=O)C1(C)CCCN(C(=O)c2ccc(-c3ccccc3)cc2)C1 (stereo unspecified),2,-6
Nn1cc(-c2ccccc2)nc1SCC(=O)Nc1cccc(S(N)(=O)=O)c1,-3,0
O=C(c1ccccc1)c1ccc2nc(N3CCN(C(=O)c4ccco4)CC3)c3nncn3c2c1,19,-18
Cc1cc(-c2cccs2)n[nH]1,-11,1
CC1CCN(c2cc(N)c(Cl)cc2[N+](=O)[O-])CC1,-2,5
O=C(NC1CC(=O)N(c2ccc(F)cc2)C1)C(=O)c1c[nH]c2ccccc12 (stereo unspecified),-12,4
O=C(Nc1ccc(S(=O)(=O)NCc2ccco2)cc1)c1ccncc1,-9,1
COc1ccc(S(=O)(=O)NC(=O)C2(C)CCN2C(=O)Cc2ccc(-c3ccccc3)cc2)cc1 (stereo unspecified),5,-3
O=C(OCC(=O)N1CCN(S(=O)(=O)c2ccc(Cl)cc2)CC1)c1ccc([N+](=O)[O-])o1,27,-20
N#CCCN(C(=O)CSc1ccc2c(c1)OCCO2)c1ccccc1,-1,-6
CCCCN(C)C(=O)c1nc2ccccn2c1CN1CCSCC1,-1,2
Cc1ccc(S(=O)(=O)N(C)C)cc1NC(=O)c1cc(-c2ccco2)nc2ccccc12,9,19
CC(C)C(NC(=O)c1ccc(F)cc1)C(=O)Nc1cccnc1 (stereo unspecified),10,-12
O=C(CSc1ccc(Cl)cc1)OCc1nnc(-c2ccccc2)o1,-9,-1
CCOC(=O)c1nnc(-c2cccs2)nc1Oc1ccc(Cl)cc1,-12,-3
CCNC(=O)C1CC(=O)N(c2ccc(Br)cc2)C1 (stereo unspecified),1,6
CN(C)C(CNC(=O)c1ccc(S(=O)(=O)Nc2cccc(C(F)(F)F)c2)cc1)c1ccco1 (stereo unspecified),5,-3
Clc1ccc(SCc2cn3ccccc3n2)cc1,0,5
COC(=O)[C@@]1(Cc2ccccc2)[C@H]2C(=O)N(Cc3ccccc3)C(=O)[C@H]2[C@H]2CN=C(SCc3ccccc3)N21,23,1
CC1(OC(=O)C2CCCC2)C(=O)C=C2C=C(c3ccsc3)N(Cc3ccccc3)C=C2C1=O (stereo unspecified),17,-5
CNC(=O)c1c(NC(=O)c2cccc(N3C(=O)CCC3=O)c2)sc2c1CCCC2,18,-8
Cc1c(C(=O)NCc2cccc([N+](=O)[O-])c2)sc(=O)n1Cc1cccc(F)c1,-13,-4
C[C@@H]1CN([C@@H](C)CO)C(=O)CCCn2nncc2CO[C@H]1CN(C)Cc1ccc2c(c1)OCCO2,-8,6
O=C(CSc1ncc(C(F)(F)F)cc1Cl)N1CCN(S(=O)(=O)c2ccccc2)CC1,-4,7
Cc1noc(C)c1S(=O)(=O)N(CC(=O)Nc1ccc2c(c1)OCO2)c1ccc(C(C)C)cc1,-1,7
COc1ccc(C(=O)Nc2ccc3c(c2)nc(CN2CCN(C(C)=O)CC2)n3C)cc1,3,-2
CN(c1ccccc1C(=O)Nc1ccccc1C(=O)NCc1ccco1)S(C)(=O)=O,-2,0

# Part of the list above, with two lines to a compound:
# Fields: TAG inh, TAG inh DAPI viability
COc1ccc(/C=C2/NC(=O)N(CC(=O)Nc3cccc(C)c3)C2=O)cc1O
→ 0, -12
CC1CC(C)CN(C(=O)c2ccc3c(c2)OCCO3)C1 (stereo unspecified)
→ -11, 1
CN(Cc1ccccc1)S(=O)(=O)c1ccc(C(=O)Nc2nnc(C3CC3)o2)cc1
→ -29, 4
CN1CCN(S(=O)(=O)c2cccc(C(=O)NC3(C)CCS(=O)(=O)C3)c2)CC1 (stereo unspecified)
→ 18, 8

# The listing continues.
SMILES,TAG inh,TAG inh DAPI viability
O=C(c1ccc2c(c1)OCO2)c1ccc[nH]1,-3,0
O=C(COC(=O)/C=C/c1cccc(F)c1)Nc1ccc(Cl)cn1,1,-6
Cc1cc(-c2ccccc2)nc(-c2ccccc2)c1C,3,-7
CCCCC(=O)c1c(C)cc(C)[nH]c1=O,3,-1
O=C(N/N=C/c1ccsc1)c1cc(-c2ccncc2)nc2ccccc12,27,-8
COc1ccc(C(=O)COC(=O)CNC(=O)c2ccccc2)cc1F,3,-3
Cc1oc(-c2ccccc2)cc1C(=O)Nc1cccc(/C=C\C(=O)O)c1,16,-22
S=C(NC1CCCCC1)NC1CC2C=CC1C2 (stereo unspecified),-24,23
CCc1nc(SCC(=O)NC2CCCC2)c2c(=O)n(C)c(=O)n(C)c2n1,-1,6
Cc1ccc2c(COC(=O)C3=COCCO3)cc(=O)oc2c1,-9,7
Cc1ccc2c(cnn2C(=O)CCCC(=O)NCc2ccc(Cl)cc2)c1,-7,7
Cc1c(C(c2cccs2)c2c(C)n(C)n(-c3ccccc3)c2=O)c(=O)n(-c2ccccc2)n1C,-3,-6
CCOC(=O)c1sc(Nc2ccc(F)cc2)nc1C,-5,-8
Cc1ccc(C)c(NC(=O)CN(C)C(=O)CC2OC(=O)c3ccccc32)c1 (stereo unspecified),5,2
CCCNC(=O)CSc1nccn1Cc1ccc(OC)cc1,-4,1
Clc1ccc(C2NCCc3sccc32)cc1 (stereo unspecified),7,8
CC1(C(=O)NS(=O)(=O)c2cccs2)CCN1C(=O)CC1CCCCC1 (stereo unspecified),11,-4
COc1cnc(-c2ccccn2)nc1Oc1ccccc1,7,-6
O=C(Nc1cc(Cl)ccc1-n1cncn1)c1cc(S(=O)(=O)N2CCOCC2)ccc1F,6,-10
COc1cc(/C=C/C(=O)NCCn2c(C)cc3ccccc32)cc(OC)c1OC,6,2
COc1ccc(-c2nnc(SCc3ccccn3)n2C)cc1,-6,1
CCc1nnc(NC(=O)Cc2sc(C)nc2-c2ccc(C)cc2)s1,-5,-9
O=C(Sc1ccccc1)c1cccc(Cn2cc(C(F)(F)F)ccc2=O)c1,3,0
COc1cccc(CC(NC(C)=O)C(=O)NC2CCN(C(=O)C3CC3)CC2)c1OC (stereo unspecified),-5,-10
O=C(COc1ccc(Cl)cc1)Nc1cccc(S(=O)(=O)NCc2ccco2)c1,-19,-4
O=C(Nc1ccc(Cl)cc1)c1ccc(-c2ccccn2)s1,-16,16
Cn1cc(C(=O)N/N=C/c2cccc([N+](=O)[O-])c2)c2ccccc21,-2,3
Cc1ccc(CNC(=O)N2CCN(c3ccc(C)cc3)CC2)cc1,-2,-8
CCOC(=O)c1ccccc1NC(=O)c1cc(S(=O)(=O)N2CCOCC2)ccc1F,-2,-8
Cc1ccc(CNC(=O)C2CCCN(c3nc4ccsc4c(=O)s3)C2)cc1 (stereo unspecified),-2,2
CN1CCC(N(C)S(=O)(=O)c2ccc(NC(=O)COc3ccc(Br)cc3Cl)cc2)CC1,13,-2
C/C=C(/C)C(=O)Nc1cccc(C2=NOC3(C2)C[C@H](C(N)=O)N(C(=O)COc2ccc(Cl)cc2)C3)c1 (stereo partly specified),-1,5
O=C(COC(=O)c1cc(-c2ccccc2)nc2ccccc12)NCC1CCCO1 (stereo unspecified),-10,2
COc1ccc(S(=O)(=O)N2CCOCC2)cc1NC(=O)c1ccccc1C,15,-7
N#C/C(=C\c1c(F)cccc1Cl)S(=O)(=O)c1ccccn1,7,1
Cc1cccc(OCC(=O)Nc2ccc3c(c2)nc(CN2CCCCC2)n3C)c1,-4,3
Cc1cc2cc(CN3C(=O)c4ccccc4C3=O)ccc2[nH]1,-8,-10
Cc1ccc(NS(=O)(=O)c2ccc(-n3cccn3)cc2)cc1Cl,-18,0
CC(C)N(CCNCc1nnc(-c2ccccc2)o1)C(C)C,-1,3
CCOc1ccc(NC(=O)CN(C)C(=O)CC2CC3CCC2C3)cc1OCC (stereo unspecified),-48,2
CCOC(=O)C1CCCN(C(=O)c2ccccc2)CC1 (stereo unspecified),8,-3
CC1(CCCN2C(=O)c3ccccc3C2=O)OCCO1,9,-11
CC1Cc2ccccc2N1S(=O)(=O)c1cnc[nH]1 (stereo unspecified),-5,-1
O=C(Nc1cccc(-c2ccc(N3CCOCC3)nn2)c1)c1ccc(F)cc1F,-5,-1
Cc1cc(NC(=O)CSc2nnc3ccc(-c4ccc(F)cc4)nn23)no1,-14,-1

# Source: PubChem BioAssay (Sanford-Burnham Center for Chemical Genomics)

# A portion of the library; the hit share may differ from the screen's.
